# OX1R antagonist = OX1R (HCRTR1) antagonists, primary screen, fluorescence, CHO/OX1R cells, Fluo-8 calcium, orexin A | 330,000 compounds, 0.43% hits | inhibition, % at 5 µM | Orexin/Hypocretin receptor type 1 (Homo sapiens), O43613 | AID 434989, 2010 | Fluo-8 calcium fluorescence;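 active means inhibition above its plate's threshold, mean inhibition of all tested compounds on the plate plus 3 SD, cut at about 37% in these data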;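 further: 0% = orexin A challenge wells and 100% = SB-334867-A antagonist wells; not every result past the cut was called active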
# Target sequence (O43613 whole entry, looked up): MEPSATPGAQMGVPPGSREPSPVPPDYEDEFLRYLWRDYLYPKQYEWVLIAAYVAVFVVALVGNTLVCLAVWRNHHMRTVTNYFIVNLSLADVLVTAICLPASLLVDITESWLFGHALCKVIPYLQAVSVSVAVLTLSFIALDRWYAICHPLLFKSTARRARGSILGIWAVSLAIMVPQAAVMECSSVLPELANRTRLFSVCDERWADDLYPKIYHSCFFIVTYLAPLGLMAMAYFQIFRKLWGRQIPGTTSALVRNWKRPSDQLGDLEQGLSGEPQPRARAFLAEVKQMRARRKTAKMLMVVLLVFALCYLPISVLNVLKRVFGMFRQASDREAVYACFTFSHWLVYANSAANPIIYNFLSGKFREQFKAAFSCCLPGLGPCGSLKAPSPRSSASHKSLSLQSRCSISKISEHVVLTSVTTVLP
# CHT allo act = CHT positive allosteric modulators, primary screen, cell-based, membrane potential dye, choline EC20; High affinity choline transporter 1 (Homo sapiens), Q9GZV3; CHT-expressing cells; active compounds read high; LV-AA mutant CHT in HEK293 cells; B-score at 10 µM; 310,000 compounds, 0.49% hits; AID 488977, 2010;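 active means initial fluorescence not abnormally high and integrated response B-score, plate-corrected, over 3 SD above library mean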
# Target sequence (Q9GZV3 whole entry, looked up): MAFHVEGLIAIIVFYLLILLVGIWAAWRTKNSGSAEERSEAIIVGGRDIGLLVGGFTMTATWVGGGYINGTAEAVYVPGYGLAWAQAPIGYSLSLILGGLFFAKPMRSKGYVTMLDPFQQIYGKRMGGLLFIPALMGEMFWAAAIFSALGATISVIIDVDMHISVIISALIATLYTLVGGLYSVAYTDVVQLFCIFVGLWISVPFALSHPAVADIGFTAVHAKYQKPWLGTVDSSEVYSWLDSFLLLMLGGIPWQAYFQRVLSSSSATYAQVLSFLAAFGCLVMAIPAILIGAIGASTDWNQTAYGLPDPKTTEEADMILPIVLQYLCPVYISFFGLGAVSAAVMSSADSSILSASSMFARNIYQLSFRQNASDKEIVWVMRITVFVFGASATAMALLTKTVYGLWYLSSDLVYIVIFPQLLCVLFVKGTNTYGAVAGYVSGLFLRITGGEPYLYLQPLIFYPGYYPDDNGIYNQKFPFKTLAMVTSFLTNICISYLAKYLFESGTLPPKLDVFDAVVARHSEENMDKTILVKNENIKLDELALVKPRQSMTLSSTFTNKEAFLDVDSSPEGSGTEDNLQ
# * marks the source's active call; other numbers are inactive results; i = inactive; . = no result given.
molecule | CHT allo act | OX1R antagonist
COc1ccc(-c2cc(C(=O)N3CCCCCC3)c3ccccc3n2)c(OC)c1 | i | -36
CCN(CC)S(=O)(=O)c1ccc(N2CCCCC2)c(NC(=O)/C=C/c2cc(OC)c(OC)c(OC)c2)c1 | i | -29
Cc1nc(N2CCCCC2)c2c(C)c(C(=O)Nc3cccc(C(F)(F)F)c3)sc2n1 | i | -50
COc1ccc2cc(CN(Cc3cccnc3)S(=O)(=O)c3ccccc3)c(=O)[nH]c2c1 | i | -26
CC(=O)c1ccc(NC(=O)CSc2nc(=O)cc(N)n2-c2ccccc2)cc1 | i | -2
O=C(Nc1ccc2c(c1)N(Cc1ccccc1)C(=O)c1ccccc1S2)NC1CC1 | i | -17
Cc1ccc(S(=O)(=O)N/N=C/c2ccc(OS(=O)(=O)c3ccc(C)c([N+](=O)[O-])c3)cc2)cc1 | i | 11
CC(C)C(NC(=O)COc1ccccc1)C(=O)O (stereo not drawn) | i | -11
CC(C)C(NC(=O)OCc1ccccc1)C(=O)OCC(=O)NCc1ccco1 (stereo not drawn) | i | -27
COc1ccc(Cn2nnnc2C(c2ccc(N(C)C)cc2)N2CCC(C(N)=O)CC2)cc1 (stereo not drawn) | i | -6
CS(=O)(=O)N1CCN(C/C=C/c2ccccc2)CC1 | i | -15
Cc1ccc(C(=O)NCC(=O)OCC(=O)NC2CCCCCCC2)cc1 | i | -19
Cc1cc(C)cc(NC(=S)N(Cc2cccc(Br)c2)CC2CCC(C(=O)O)CC2)c1 (stereo not drawn) | i | -14
COCCN1C(=O)N[C@@H](CCc2ccccc2)[C@H](C(C)=O)[C@H]1C | i | -12
Cc1cccc(C)c1NC(=S)N(CCCN1CCN(C)CC1)Cc1cccs1 | i | -25
COc1ccccc1C(O)Cc1nc2ccccc2n1C (stereo not drawn) | i | -3
O=C(c1cccs1)N1CCN=C1SCc1ccccc1 | i | -20
CC(Sc1ccccc1)C(=O)N1CCN(S(=O)(=O)c2cccc(Br)c2)CC1 (stereo not drawn) | i | -31
O=C(CCC1CCCCC1)Nc1c[nH]c(=O)[nH]c1=O | i | -11
COc1ccccc1-n1c(N)c(C(=O)NCC2CCCO2)c2nc3ccccc3nc21 (stereo not drawn) | i | -28
O=C(Nc1ccccc1F)c1ccc(COc2ccc(Cl)cc2Cl)o1 | i | -25
CCOc1ccccc1N1CCN(C/C=C/c2ccc(N(C)C)cc2)CC1 | i | -40
COC(=O)/C(N=Nc1c(C)n(C)n(-c2ccccc2)c1=O)=C(\C)O | i | -13
Cc1nn(Cc2ccccc2Cl)c2sc(C(=O)Nc3nccs3)cc12 | i | -23
O=C(Nc1ccc(Cl)c(S(=O)(=O)N2CCCC2)c1)c1cc(=O)[nH]c2ccccc12 | . | -18
COC(=O)c1c(C)nc2nonc2c1N | i | -4
CN(C)C(=O)CCc1ccc2c3c([nH]c2c1)[C@]1(CCc2ccccc2)[C@@H](C(=O)N2CCCCC2)C[C@H](CC(=O)NCCCn2ccnc2)C(=O)N1CC3 | . | -2
CCN(CC)S(=O)(=O)c1cc(NC(=O)COC(=O)CCc2nc3ccccc3s2)ccc1C | i | -8
O=C(CNC(=O)c1ccco1)NCC(=O)OCc1ccc(C(=O)Oc2ccc(Cl)cc2)cc1 | i | -4
COC(=O)C1=C(C(=O)OC)C(c2ccc(OC)c(OC)c2)c2sc(=O)[nH]c2S1 (stereo not drawn) | i | -20
Cn1c(Cn2c(=O)sc3ccccc32)nnc1SCC(=O)Nc1ccccc1 | i | -8
Cc1c(Cl)c(=O)oc2cc(OCC(=O)NCc3cccs3)ccc12 | i | -23
Cc1cc(Cl)ccc1OCC(=O)NNC(=O)CCOc1ccccc1 | . | -19
c1ccc(Cc2noc(CN3CCN(CCOc4ccccc4)CC3)n2)cc1 | i | -27
CCOC(=O)c1ccc(N2CSC3=C(C#N)C(c4cccs4)CC(=O)N3C2)cc1 (stereo not drawn) | i | -2
CCC(=O)N/C(=N/c1nc(C)cc(C)n1)Nc1ccccc1 | i | -14
Cc1ccc(-n2nc3c(=O)n(CCCC(=O)NCc4ccc(C)o4)nc(C)c3c2C)cc1 | i | -46
COC(=O)Cc1ccc2sc(-c3ccccc3)nc2c1 | i | -20
CN1CC(C(=O)Nc2ccc(F)c(Cl)c2)CC1=O (stereo not drawn) | i | -14
N/C(CN1CCCC1=O)=N\OC(=O)c1ccc(Cl)c(Cl)c1 | i | -16
Cc1ccc(CCNC(=O)C2CCN(S(=O)(=O)c3ccc4nc5c(c(C(=O)O)c4c3)CCCC5)CC2)cc1 | i | -3
Cc1ccc(C)c(NC(=O)c2ccc3c(=O)n4c(nc3c2)CCC4)c1 | . | -6
COc1cccc(CNC(=O)C(C(=O)NCc2cccc(OC)c2)c2ncc(C(F)(F)F)cc2Cl)c1 | i | -39
CCOc1ccc(NC(=O)CN(C)c2nnnn2-c2ccccc2)cc1OCC | i | -12
Cc1cc(C)cc(C(=O)N(Cc2ccco2)c2c(N)n(Cc3ccccc3)c(=O)[nH]c2=O)c1 | . | -28
CC(OC(=O)CCCN1C(=O)c2ccccc2C1=O)C(=O)Nc1ncc(Cl)cc1Cl (stereo not drawn) | i | -34
Cn1c(=O)c2sccc2n(CC(=O)NCCC2=CCCCC2)c1=O | i | -2
Nc1c(C(=O)Nc2nc3ccccc3s2)sc2nc(-c3cccs3)ccc12 | i | 8
CN(C)S(=O)(=O)c1ccc(NC=O)cc1 | i | -11
O=C(CSc1nc(-c2ccccc2)cc(C(F)(F)F)n1)N1CCOCC1 | i | -2
CC1CC(=O)Nc2ccccc2N1C(=O)COc1ccc2cc(Br)ccc2c1 (stereo not drawn) | . | 4
CCCNC(=O)C1CC(=O)N(c2ccc(OCC(=O)Nc3cccc(C)c3C)cc2)C1 (stereo not drawn) | i | -17
CN(/N=C/c1ccc2c(c1)OCO2)c1ccccc1 | i | -22
COc1c(Cl)cc(Br)c(OC)c1C(=O)NC(=O)Nc1nc(C)cc(C)n1 | i | -7
CCOC(=O)c1c(C)n(C)c2cc(-c3cccc(C(F)(F)F)c3)c(O)cc12 | i | -6
O=C(O)c1cc(-c2cccnc2)nc2ccccc12 | i | -4
CN1CCN(C(=O)C2CCCN(c3ncnc4c3nc3n4CCCCC3)C2)CC1 (stereo not drawn) | i | -15
Cc1ccc(C(=O)CSc2nnc(-c3ccncc3)n2C)cc1 | i | -13
CN(CC1CCCCO1)C(=O)c1cc(COc2ccc(F)cc2Cl)on1 (stereo not drawn) | i | -19
COc1ccc(NC(=O)CSc2ccccn2)c([N+](=O)[O-])c1 | i | -15

# Look-ups from the list:
# CC1CC(=O)Nc2ccccc2N1C(=O)COc1ccc2cc(Br)ccc2c1 (stereo not drawn) in OX1R antagonist = 4
# Cc1ccc(C(=O)CSc2nnc(-c3ccncc3)n2C)cc1 in OX1R antagonist = -13
# CCOc1ccc(NC(=O)CN(C)c2nnnn2-c2ccccc2)cc1OCC in OX1R antagonist = -12
# Nc1c(C(=O)Nc2nc3ccccc3s2)sc2nc(-c3cccs3)ccc12 in OX1R antagonist = 8

# New compounds follow
molecule | CHT allo act | OX1R antagonist
COc1ccc(N(CC(=O)N2CCc3ccccc3C2)S(C)(=O)=O)cc1 | i | -14
COc1ccccc1-n1cnnc1SCC(=O)NC1CCCCC1 | . | -9
COc1cccc(C2(O)CCN(C(=O)C3CCC3)CC2)c1 | i | -17
Cc1cccc(N2CCN(Cc3oc(CO)cc(=O)c3O)CC2)c1C | i | -16
COc1ccc(OC)c(/C=C/C(=O)NC2=NCCS2)c1 | i | -22
CCC(C(=O)N1CCC(N2CCCCC2)CC1)n1nc(C)c2sc3ccccc3c2c1=O (stereo not drawn) | i | -23
CCOC(=O)CNS(=O)(=O)c1ccc(S(=O)(=O)N2CCCC2)cc1 | i | -11
CNC(=O)c1ccccc1F | i | 9
COC(=O)c1c(-c2ccc(OC)cc2)sc2cc(OC)c(OC)cc12 | . | -38
CSc1sc(C)cc1C1C(C#N)=C(N)N(c2cccnc2)C2=C1C(=O)CCC2 (stereo not drawn) | i | -20
O=C(CN1CCN(c2ccccc2F)CC1)NC(=O)NC1CCCCC1 | . | -7
O=C(NC1CCCCCCC1)c1ccc(Br)cc1 | i | -38
CCOc1cc(N2CCOCC2)c(OCC)cc1NC(=O)COC(=O)c1ccc(Cl)cc1N | . | -15
CCN(CC)S(=O)(=O)c1ccc2c(c1)N(CC(=O)NCc1ccccn1)C(=O)CO2 | i | 1
COc1cccc(NC(=O)c2nn(C34CC5CC(CC(C5)C3)C4)cc2[N+](=O)[O-])c1 | i | -25
CC(C)c1nnc(NC(=O)CSc2nc3ccccc3[nH]2)s1 | i | -34
CCCc1nnc(SCC(=O)Nc2ccc(NC(C)=O)cc2)n1-n1cccc1 | i | -38
Cc1nn(CC(=O)N2CC(=O)Nc3ccccc32)c(C)c1[N+](=O)[O-] | i | -7
COc1ccccc1CNC(=O)C(=O)Nc1nccs1 | i | -9
COc1ccc(C(CNC(=O)c2cccc(S(=O)(=O)Nc3ccccc3OC)c2)N2CCCC2)cc1 (stereo not drawn) | i | -15

# Filtered by structure: those above with a furan ring, fused or not.
molecule | CHT allo act | OX1R antagonist
CC(C)C(NC(=O)OCc1ccccc1)C(=O)OCC(=O)NCc1ccco1 (stereo not drawn) | i | -27
O=C(Nc1ccccc1F)c1ccc(COc2ccc(Cl)cc2Cl)o1 | i | -25
O=C(CNC(=O)c1ccco1)NCC(=O)OCc1ccc(C(=O)Oc2ccc(Cl)cc2)cc1 | i | -4
Cc1ccc(-n2nc3c(=O)n(CCCC(=O)NCc4ccc(C)o4)nc(C)c3c2C)cc1 | i | -46
Cc1cc(C)cc(C(=O)N(Cc2ccco2)c2c(N)n(Cc3ccccc3)c(=O)[nH]c2=O)c1 | . | -28

# Returning to the listing, starting two compounds before the break.
molecule | CHT allo act | OX1R antagonist
COc1ccccc1CNC(=O)C(=O)Nc1nccs1 | i | -9
COc1ccc(C(CNC(=O)c2cccc(S(=O)(=O)Nc3ccccc3OC)c2)N2CCCC2)cc1 (stereo not drawn) | i | -15
OCC1(O)OC[C@@H](O)[C@H]1O (stereo partly drawn) | i | -11
CC(=O)N/C(=C\c1ccccc1)C(=O)OCC(=O)c1c(N)n(CC(C)C)c(=O)n(C)c1=O | i | -15
COc1ccc(C(=O)NCC(=O)Nc2cccc(S(=O)(=O)N3CCCC3)c2)cc1 | . | -25
CN(C)C(=O)c1ccc(NC(=O)c2cncc(Br)c2)cc1 | i | -22
O=C(NNC(=O)c1ccccc1Cl)c1ccc2c(c1)OCCO2 | . | -20
CC(CCN1C(Nc2ccccc2)=NC[C@@H]1C)c1ccccc1 (stereo partly drawn) | i | -10
COc1cccc(N(C(=O)Cn2nnc(-c3ccc(Cl)cc3)n2)C(C(=O)NCC2CCCO2)c2ccc(C)cc2)c1 (stereo not drawn) | i | -24
COC(=O)c1cc2n(n1)CCCNC2=O | i | -10
CC1CC(=O)N(C)c2ccc([N+](=O)[O-])cc2N1 (stereo not drawn) | i | -8
COc1cccc(C(O)c2cnc(C(C)C)n2C)c1OC (stereo not drawn) | i | -14
COc1ccc(C(=O)NCCSC2CCCCC2)cc1 | i | -12
Cc1ccc(S(=O)(=O)N2CCN(C(=O)COC(=O)/C=C/c3ccccc3[N+](=O)[O-])CC2)c(C)c1 | i | -34
Cn1cc(CNC(=O)c2sc3cccc(Cl)c3c2Cl)cn1 | i | -31
CCOC(=O)C1/C(=N\O)CC(C)(O)C(C(=O)OCC)C1c1ccc(N(C)C)cc1 (stereo not drawn) | i | -26
CC(=O)N1CCc2cc(S(=O)(=O)Nc3cccc(C(F)(F)F)c3)ccc21 | i | -9
Cc1ccccc1[C@@]1(C)ON(c2ccccc2C(F)(F)F)C1=O | . | -11
Cc1cc(C)c2c(c1)C(=O)/C(=C/c1ccc(C(=O)O)cc1)CC2 | i | -12
Oc1cccc2c(-c3nn[nH]n3)ccnc12 | . | -17
COc1ccc(C(C)C)cc1S(=O)(=O)N1CC(C)OC(C)C1 (stereo not drawn) | i | -12
O=C1C2CCCN2C(c2ccc(F)cc2)N1c1nccs1 (stereo not drawn) | i | -11
O=C(Nc1ccc(Cl)cc1)C1C2CCCCC21 (stereo not drawn) | i | 32
Cc1ccc(S(=O)(=O)N2CCCCC2)cc1NC(=O)Cn1cc(C(F)(F)F)ccc1=O | . | -9
COc1ccc(NC(=O)CSc2ccc3nnc(CCNC(=O)c4ccccc4)n3n2)cc1 | i | -10
COc1ccccc1C(=O)NCC(=O)OC(C)C(=O)N1CCOCC1 (stereo not drawn) | i | -4
COc1cccc(C2=NOC(C(=O)NCCN3CCOCC3)C2)c1 (stereo not drawn) | i | -5
Cc1ccccc1Nc1nc(N)nc(COc2ccc(C#N)cc2)n1 | i | -20
COc1cccc(C(=O)Nc2c(C(N)=O)oc3ccccc23)c1 | i | 6
CC1CCC2(CC1)NC(=O)N(CC(=O)Nc1ccc(N3CCOCC3)cc1)C2=O (stereo not drawn) | i | 6
CC(C)Oc1cccc(C(=O)C2CCCN(C(=O)c3cc(C(F)(F)F)[nH]n3)C2)c1 (stereo not drawn) | i | -41
O=C(Nc1ccccc1Cl)NC1CCCCCCC1 | i | .
Clc1cccc(Cl)c1CON/C=N/c1ncnc2sccc12 | i | -23
CC(Oc1ccc2c3c(c(=O)oc2c1)CCCC3)C(=O)NCC(O)c1ccccc1 (stereo not drawn) | i | -28
C[C@H](NC(=O)Cc1cccc2ccccc12)C(=O)NCc1ccccc1 | i | -11
CC(C)COc1ccc(C(=O)NC(Cc2c[nH]c3ccccc23)C(=O)NN)cc1 (stereo not drawn) | i | -22

# Screening results: PubChem BioAssay, several laboratories
